Rtt109 Vps75: C. albicans Rtt109 histone acetyltransferase inhibition; Q5AAJ8; purified Rtt109/Vps75, ThioGlo CoA-SH fluorescence, 4 h; inhibition, % at 34.9 µM; 330,000 compounds, 0.16% hits; AID 540336;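 active = inhibition of at least 50% in every replicate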
Target sequence (Q5AAJ8 whole entry, looked up): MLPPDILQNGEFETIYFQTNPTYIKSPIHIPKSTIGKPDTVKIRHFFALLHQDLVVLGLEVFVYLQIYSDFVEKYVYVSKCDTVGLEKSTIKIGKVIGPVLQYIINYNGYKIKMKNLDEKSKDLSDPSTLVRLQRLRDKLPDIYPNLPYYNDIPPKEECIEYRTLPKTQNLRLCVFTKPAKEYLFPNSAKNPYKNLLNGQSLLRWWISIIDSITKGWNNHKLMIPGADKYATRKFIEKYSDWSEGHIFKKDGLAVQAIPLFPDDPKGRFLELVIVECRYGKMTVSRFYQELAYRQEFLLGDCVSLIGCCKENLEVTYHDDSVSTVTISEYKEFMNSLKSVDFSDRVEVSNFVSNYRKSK
PvdQ acylase: P. aeruginosa PvdQ acylase inhibition; purified PvdQ acylase, fluorescence plate reader; inhibition, % at 10 µM; 340,000 compounds, 0.063% hits; in the data active = inhibition above about 30%, passing the limit was not always enough;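 also: 0% = vehicle neutral wells and 100% = reference inhibitor wells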
dFosB act: enhances mouse delta FosB homodimer DNA binding; P13346; purified delta FosB, TAMRA-CDK5 oligo fluorescence polarization; percent of positive-control signal above neutral wells; activation, % at 25 µM; 340,000 compounds, 0.99% hits; AID 493131;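 active = mean activation above about 17%, with every replicate also reaching it, limit read from the data, passing the limit was not always enough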;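 also: fluorescence polarization rise as delta FosB binds a TAMRA Cdk5 AP-1 oligo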
Target sequence (P13346 whole entry, looked up): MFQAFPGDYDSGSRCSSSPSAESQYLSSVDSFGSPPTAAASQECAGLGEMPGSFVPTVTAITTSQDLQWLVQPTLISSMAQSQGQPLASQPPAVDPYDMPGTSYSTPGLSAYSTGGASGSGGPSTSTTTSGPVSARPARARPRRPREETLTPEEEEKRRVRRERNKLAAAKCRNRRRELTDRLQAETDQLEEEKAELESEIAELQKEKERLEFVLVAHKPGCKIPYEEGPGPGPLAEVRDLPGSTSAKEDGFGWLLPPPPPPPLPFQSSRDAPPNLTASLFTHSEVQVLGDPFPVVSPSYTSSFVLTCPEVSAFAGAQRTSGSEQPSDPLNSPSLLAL
CAL PDZ FP-1: blocks peptide binding to the human CAL PDZ domain | 300,000 compounds, 0.92% hits | inhibition, % at 24.9 µM | Q9HD26 | purified CAL PDZ, TMR-peptide fluorescence polarization, 1 h | AID 602252;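 active = mean inhibition of at least 30% with at least half of replicates also reaching 30%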;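 also: 0% = DMSO neutral control and 100% = excess unlabeled competitor peptide PRC23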
PfHsp90 yeast 2: inhibits growth of yeast expressing Plasmodium falciparum Hsp90; S. cerevisiae expressing PfHsp90, BacTiter-Glo ATP, 48 h; yeast lacking PDR1 and PDR3 efflux regulators; inhibition, % at 9.4 µM; 310,000 compounds, 0.32% hits;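 active = every replicate shows inhibition above about 80%, whatever the replicate mean, limit read from the data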;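 also: 0% = DMSO neutral controls and 100% = 20 µM radicicol positive controls; yeast relying on Plasmodium falciparum Hsp90 in place of its own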
NSD2 HMT inh: inhibitors of human histone methyltransferase NSD2. O96028. NSD2 peptide methylation, AlphaScreen, 120 min. inhibition, % at 12.5 µM. 310,000 compounds, 0.54% hits; in the data active = inhibition above about 50%
CAL PDZ FP-2: blocks peptide binding to human CAL PDZ domain; inhibition, % at 20 µM; AID 504414; purified CAL PDZ, TMR-peptide fluorescence polarization, 1 h; Q9HD26; 330,000 compounds, 0.02% hits;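 active = highest replicate inhibition of at least 40%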;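 also: plate controls were DMSO neutral control wells for no effect and unlabeled competitor peptide control wells for full effect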
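material = purified tagged CAL PDZ domain construct (CerCALP) | compound dosing = 20 µM, one dose | times = 1 h at RT | measured by = fluorescence polarization from S- and P-plane intensities, G-factor corrected | read-out = inhibition from polarization loss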
MITF TRPM1 HTS: increases MITF-driven TRPM1 promoter luciferase signal; SK-MEL-5 TRPM1-promoter luciferase, 24 h; % of positive control, neutral wells = 0; AID 588334; activation, % at 12.5 µM; 300,000 compounds, 0.75% hits;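 active = mean activation of at least 80% with every replicate also reaching 80%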;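 also: 0% = neutral control wells and 100% = parthenolide positive control wells; values of inactives mirror those of a sister screen read the other way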
SR-BI uptake up: SR-BI HDL lipid transfer activation; CHO ldlA[mSR-BI] cells, DiI-HDL uptake fluorescence, 3 h; 100 = double the neutral-control signal; 320,000 compounds, 0.096% hits; activation, % at 12.5 µM;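 active = mean replicate activation of at least 60% and every replicate at or above 60%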;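 also: 0% = median plate neutral-control signal and 100% = twice that signal; values of inactives mirror those of a sister screen read the other way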
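Material – SR-BI-overexpressing, LDLR-lacking CHO cells · Medium – BSA-supplemented, HEPES-buffered Ham's F12, pH 7.4 · Doses – single concentration · Times – compound with DiI-HDL co-incubation, 3 h at 37 °C · Measured by – bottom-read fluorescence, 550/595 nm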
SR-BI DiI inh: blocks mouse SR-BI lipid uptake from DiI-HDL | Q61009 | ldlA[mSR-BI] CHO cells, DiI-HDL uptake fluorescence, 3 h | inhibition, % at 12.5 µM | 320,000 compounds, 0.96% hits;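 active = mean replicate inhibition of at least 70% and a set share of replicates each scoring 70 or more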;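 also: 0% = median of neutral control wells and 100% = median of positive control wells; values of inactives mirror those of a sister screen read the other way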
Active calls of the source: *; x = not tested or not shown.

Codes: A = Rtt109 Vps75; B = PvdQ acylase; C = dFosB act; D = CAL PDZ FP-1; E = PfHsp90 yeast 2; F = NSD2 HMT inh; G = CAL PDZ FP-2; H = MITF TRPM1 HTS; I = SR-BI uptake up; J = SR-BI DiI inh
1: CCCN(CCC)C(=O)CSc1nc2n[nH]c(C)c2c(=N)n1-c1ccc(OC)cc1
  A: -2	B: -10	C: -13	D: -8	E: 15	F: 1	G: -1.3	H: -21	I: -27	J: 27

2: COc1ccccc1N1CCN(CC(O)COc2ccc(C)cc2C)CC1 (configuration not stated)
  A: 0	B: -19	C: -7	D: 1	E: 36	F: 5	G: -0.2	H: 4	I: x	J: x

3: CCOC(=O)N1CCN(c2ccc(O)cc2)CC1
  A: -2	B: -3	C: -1	D: 11	E: -7	F: -8	G: 0.0	H: 13	I: 20	J: -20

4: Cc1ccc(N2C(N)=C(C#N)C(c3cccnc3)C3=C2CC(C)(C)CC3=O)cc1 (configuration not stated)
  A: 16	B: -5	C: -1	D: -5	E: -12	F: 1	G: 0.1	H: -3	I: -2	J: 2

5: Cc1c(C#N)c(N=CN(C)C)c(C(=O)c2ccc(Br)cc2)n1-c1ccc(Cl)cc1
  A: 5	B: -2	C: -3	D: x	E: 0	F: 4	G: -1.1	H: 0	I: -20	J: 20

6: COc1ccc(S(=O)(=O)N2CCN(Cc3cccc(OC)c3OC)CC2)cc1
  A: -2	B: 18	C: -6	D: 1	E: -7	F: -1	G: 0.1	H: x	I: 5	J: -5

7: O=C(CSc1ccc(-c2ccc(F)cc2)nn1)NC1CCCCC1
  A: 3	B: -2	C: 2	D: -5	E: -35	F: -3	G: -2.8	H: 7	I: x	J: x

8: CCCCCCCCCCCCCCCC(=O)OCC1OC(n2ccc(N)nc2=O)C(O)C1O (configuration not stated)
  A: 3	B: -4	C: 5	D: -3	E: -17	F: 0	G: -1.0	H: x	I: 14	J: -14

9: CC(c1ccccc1)n1c(CCCO)nc2ccccc21 (configuration not stated)
  A: 4	B: -16	C: -1	D: 0	E: 16	F: -3	G: 0.4	H: x	I: 14	J: -14

10: O=C(c1cccs1)n1nc(-c2ccc(Cl)cc2)nc1NCc1ccco1
  A: 0	B: -7	C: -6	D: 1	E: x	F: -1	G: -0.7	H: x	I: -42	J: 42

11: COc1ccc(CNC(=O)COC(=O)c2cccs2)cc1
  A: -3	B: 6	C: -6	D: -2	E: 3	F: x	G: -0.9	H: 15	I: 9	J: -9

12: CNC(=O)CN(C)S(=O)(=O)c1ccc(OC)c(Cl)c1
  A: -6	B: 0	C: 2	D: 0	E: -17	F: -2	G: 0.2	H: -2	I: -1	J: 1

13: O=C(NC(=S)N1CCCCCC1)c1ccccc1Cl
  A: 2	B: 8	C: -5	D: 0	E: -10	F: 2	G: -2.6	H: 3	I: 2	J: -2

14: COc1cc2[nH]c(=O)n(CCC(=O)NCc3cccnc3)c(=O)c2cc1OC
  A: -6	B: 9	C: -4	D: 0	E: x	F: x	G: 0.6	H: x	I: 3	J: -3

15: CCOC(=O)c1c(C)[nH]c(C)c1C(=O)COC(=O)[C@@H](NC(=O)c1ccco1)C(C)C
  A: 0	B: -17	C: -2	D: -1	E: -14	F: 2	G: -0.8	H: -12	I: -10	J: 10

16: COc1ccc(-c2csc3ncnc(Cl)c23)cc1
  A: -1	B: -8	C: 2	D: -5	E: 12	F: -2	G: 0.0	H: 4	I: -6	J: 6

17: CN(C(=O)CN1C(=O)S/C(=C\c2cccc(Cl)c2)C1=O)C1CCS(=O)(=O)C1 (configuration not stated)
  A: 2	B: -6	C: -6	D: -2	E: 5	F: -1	G: -2.4	H: -1	I: 5	J: -5

18: Cc1cc(Cl)ccc1OC(C)C(=O)NCCCCc1ccccc1 (configuration not stated)
  A: 1	B: -14	C: 0	D: -3	E: -26	F: -4	G: -3.0	H: -10	I: 19	J: -19

19: COc1cc(CC(=O)N2CCc3ccccc32)cc(OC)c1OC
  A: -1	B: -11	C: 2	D: -5	E: x	F: x	G: -0.5	H: x	I: 18	J: -18

20: N=C1C(c2ccccc2)=C(O)C2CCc3ccccc3N12 (configuration not stated)
  A: -4	B: -15	C: -9	D: 0	E: 2	F: 1	G: 0.2	H: -10	I: -29	J: 29

21: CCOc1ccc2nc(NC3=NC(C)(C)C=C(C)N3)nc(C)c2c1
  A: 10	B: -9	C: 23*	D: 6	E: x	F: -1	G: -2.5	H: x	I: -55	J: 55

22: Cc1ccc(-c2c(C#N)c(N)nc3c2CCCCC3)o1
  A: -8	B: -15	C: -14	D: -3	E: x	F: 12	G: x	H: -5	I: -7	J: 7

23: Cc1nc(NCCc2ccc(Cl)cc2)c2nnn(Cc3ccccc3)c2n1
  A: -5	B: -1	C: 1	D: -1	E: -2	F: -1	G: 0.7	H: -2	I: 10	J: -10

24: O=C(/C=C/c1ccccc1)NC(=S)NNC(=O)c1cccnc1
  A: -1	B: -3	C: -15	D: -4	E: -3	F: 2	G: 0.2	H: -2	I: 18	J: -18

25: O=C(NCCc1ccccc1F)C1CCC(=O)N(Cc2ccc(Cl)cc2)C1 (configuration not stated)
  A: 9	B: 9	C: 1	D: x	E: -10	F: -1	G: 0.0	H: -8	I: -1	J: 1

26: CCC(=O)Nc1nnc(-c2ccccn2)o1
  A: -5	B: -2	C: -1	D: -1	E: -13	F: -1	G: -2.6	H: 8	I: -3	J: 3

27: CC(C)c1ccc(N(C(=O)c2csnn2)C(C(=O)NC2CCCC2)c2ccncc2)cc1 (configuration not stated)
  A: 16	B: 6	C: -15	D: 0	E: -12	F: 45	G: -3.4	H: 30	I: -4	J: 4

28: COc1ccc(S(=O)(=O)N2CCOCC2)cc1C(=O)NC1CCCCC1
  A: -11	B: 1	C: -7	D: -3	E: 4	F: 0	G: 0.7	H: 10	I: 8	J: -8

29: Cn1cc(S(=O)(=O)N2CCCC2)cc1C(=O)O
  A: -4	B: -9	C: 4	D: -2	E: x	F: 1	G: 1.3	H: 1	I: 21	J: -21

30: CCc1cccc(C)c1NC(=O)CN1C(=O)NC(C)(CCC(C)C)C1=O (configuration not stated)
  A: -5	B: -1	C: -5	D: -2	E: -13	F: -1	G: 0.5	H: -3	I: -2	J: 2

31: CCOC(=O)Nc1ccc(S(=O)(=O)Nc2cc(C)nc(C)n2)cc1
  A: 9	B: 9	C: -1	D: x	E: x	F: 1	G: -1.1	H: -2	I: 4	J: -4

32: O=c1cc(-c2ccccc2)oc2cc(OCc3ccccc3)cc(O)c12
  A: 0	B: -5	C: -15	D: -2	E: 26	F: -8	G: -0.3	H: 2	I: -16	J: 33

33: COc1ccc(C(=O)/C=C/c2ccc(-c3ccccc3)cc2)cc1CSCC(=O)O
  A: 21	B: -9	C: -22	D: -7	E: 105*	F: 26	G: -6.0	H: 6	I: -9	J: 9

34: CC[C@]12C(=O)N(C)C[C@H]([C@@H]3C(=O)N(Cc4ccccc4)C(=O)[C@@H]31)N2C(=O)c1ccc(Br)cc1
  A: -20	B: -10	C: -13	D: 1	E: 25	F: x	G: -1.5	H: -2	I: 25	J: -25

35: CN(Cc1ccccc1NCC(=O)Nc1ccccc1C#N)C1CCCCC1
  A: 5	B: 13	C: -4	D: x	E: 12	F: -1	G: -0.5	H: -5	I: 2	J: -2

36: CCn1c(=S)[nH]c2cc(S(=O)(=O)N3CCOCC3)ccc21
  A: 7	B: -15	C: 3	D: x	E: x	F: 6	G: 0.0	H: 15	I: 11	J: -11

37: Cc1nn(-c2ccccc2)c(Cl)c1/C=C(\CC(=O)O)c1nc2ccccc2s1
  A: -4	B: -14	C: -5	D: -1	E: -6	F: 1	G: -1.7	H: 0	I: -2	J: 2

38: O=C(NCC1CCCCC1)c1cc2ccccc2cc1O
  A: 21	B: 13	C: -3	D: 3	E: 16	F: -9	G: -0.7	H: 29	I: -2	J: 2

39: O=C(NCC1(c2ccccc2)CCOCC1)c1ccc(Br)o1
  A: -4	B: -20	C: -2	D: x	E: -5	F: -2	G: -0.9	H: -6	I: 17	J: -17

40: Cn1c(-c2ccc(Br)o2)nc2ccccc21
  A: 6	B: 20	C: 9	D: -5	E: 56	F: 2	G: x	H: 67	I: 23	J: -23

41: CCc1ccc(-n2c(CSc3nnnn3-c3ccccc3)nc3ccccc3c2=O)cc1
  A: -3	B: -13	C: -1	D: -2	E: 11	F: 1	G: -0.3	H: -2	I: 13	J: -13

42: CS(=O)(=O)N(Cc1ccccc1)c1ccccc1C(=O)O
  A: -8	B: -1	C: -6	D: -1	E: 4	F: 0	G: -0.1	H: 7	I: x	J: -26

43: O=C(Cc1ccc(Cl)cc1)c1c[nH]c(C(=O)NCCCN2CCOCC2)c1
  A: 1	B: -8	C: -4	D: x	E: 15	F: 0	G: -0.6	H: 6	I: 3	J: -3

44: COCCC(=O)N1CCC(Oc2ccc(C(=O)N3CCC[C@H]3CO)cc2)CC1
  A: 3	B: 0	C: -11	D: 0	E: -4	F: x	G: -1.5	H: -5	I: 31	J: -31

45: COC(=O)c1ccc(C)c(NC(=O)c2nn(C)c(=O)c3ccccc23)c1
  A: -8	B: -5	C: -9	D: x	E: 1	F: 2	G: -2.8	H: 4	I: 40	J: -40

46: C/C(=N\NC(=O)c1c(Cl)c(C)nn1C)c1ccc(NC(=O)C2CCC2)cc1
  A: 0	B: 4	C: 1	D: 2	E: -8	F: 17	G: -1.0	H: -24	I: -31	J: 31

47: Cc1cccc(-n2ncc3c(NCc4ccco4)ncnc32)c1
  A: 0	B: 7	C: -14	D: x	E: -18	F: 0	G: -1.8	H: 47	I: -26	J: 26

48: O=C1OCCN1C(=O)[C@H]1[C@H](c2ccccc2)C(c2ccc(F)cc2)=NN1c1ccccc1
  A: 1	B: -20	C: -5	D: -3	E: -51	F: x	G: -0.4	H: -4	I: -17	J: 17

49: CCN(C(=O)CSc1ccccn1)C1CCCCC1
  A: -3	B: 0	C: 1	D: -6	E: -8	F: 0	G: -0.7	H: -6	I: 11	J: -11

50: COc1cccc(NC(=S)N(CCCN2CCOCC2)C(C)c2cc3ccccc3o2)c1 (configuration not stated)
  A: -4	B: -4	C: -10	D: 1	E: -7	F: 3	G: 0.4	H: -3	I: x	J: x

51: Nc1nc(Cl)nc2c1ncn2[C@H]1C[C@H](O)[C@@H](CO)O1
  A: -3	B: 2	C: 8	D: -3	E: -4	F: x	G: 0.0	H: -19	I: 8	J: -8

52: Cc1ccc(NC(=O)COc2ccccc2[N+](=O)[O-])nc1
  A: -11	B: -6	C: -7	D: -3	E: 35	F: -7	G: -1.7	H: 0	I: -4	J: 4

High-throughput results deposited in PubChem BioAssay by Broad Institute.
